Bioassay records (PubChem)
BAZ2B block = BAZ2B (human) inhibition. Q9UIF8. AlphaScreen BAZ2B-H3K14Ac peptide displacement. Potency, µM (doses to about 114 µM), for the others: at the top dose activity change, negative = inhibition, most hits filed as inhibitors. hit rate 4.4% among 360,000. AID 504333; also: % is scaled to controls: 0 for no effect and ±100 for the full control effect; nearly all actives have a fitted effect of over 60% in size
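Multi-concentration screen (max 110 uM) measuring displacement of acetylated histone H3 peptide from BAZ2B by AlphaScreen, using 50 nM protein, 50 nM peptide and 10 ug/mL streptavidin donor plus Ni-chelate acceptor beads.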
PGK inhibitor = inhibitors of T. brucei phosphoglycerate kinase. PGK/GAPDH coupled, Kinase-Glo luminescence, 60 min. P07378. Potency, µM (highest dose often 57.5 µM), for inactives: at the highest dose activity change, negative = inhibition, actives largely listed as inhibitors. AID 602233. hit rate 0.043% among 380,000; also: % is scaled to controls: 0 for no effect and ±100 for the full control effect; nearly all actives have a fitted effect of over 60% in size
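Luminescent ATP detection (Kinase-Glo Plus) follows a 60-minute room-temperature incubation, with wells lacking PGK as controls. Buffer: 100 mM TEA (pH 7.6), 5 mM MgCl2, 0.01% Tween-20. Coupling enzyme GAPDH (100 nM final) supplies unstable 1,3-BPG in-well.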
POLI inh = DNA polymerase iota (human) inhibition; Q9UNA4; Pol iota fluorescent replication assay, 10 min; Potency, µM (series often up to 115 µM), without a hit: at the highest dose activity, negative = inhibition, most hits filed as inhibitors; hit rate 1% among 390,000; AID 588590
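Pol iota at 10 nM preincubated 15 min with compounds at room temperature; reaction started with fluorescent substrate, 50 nM final. Fluorescence read kinetically at 0 and 10 min; buffer-only wells as negative control.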
BLM helicase inh = blocks DNA unwinding by human BLM helicase. recombinant BLM DNA unwinding, fluorescence dequenching. Potency, µM (highest dose often 56.1 µM), without a hit: top-dose activity change, negative = inhibition, usual class: inhibitors. hit rate 0.2% among 350,000;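 also: plate controls were vehicle for no effect and no enzyme for full effect; nearly all actives have a fitted effect of over 35% in size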
JMJD2A Tudor inh = blocks the human JMJD2A Tudor domain; O75164; AlphaScreen JMJD2A-Tudor / H3K4me3 peptide binding; Potency, µM (doses to about 114 µM), for inactives: at the top dose activity change, negative = inhibition, actives largely listed as inhibitors; hit rate 4.4% among 390,000; AID 504339; also: % is scaled to controls: 0 for no effect and ±100 for the full control effect; nearly all actives have a fitted effect of over 50% in size
Target sequence (O75164 whole entry, looked up, the tested form may be a part): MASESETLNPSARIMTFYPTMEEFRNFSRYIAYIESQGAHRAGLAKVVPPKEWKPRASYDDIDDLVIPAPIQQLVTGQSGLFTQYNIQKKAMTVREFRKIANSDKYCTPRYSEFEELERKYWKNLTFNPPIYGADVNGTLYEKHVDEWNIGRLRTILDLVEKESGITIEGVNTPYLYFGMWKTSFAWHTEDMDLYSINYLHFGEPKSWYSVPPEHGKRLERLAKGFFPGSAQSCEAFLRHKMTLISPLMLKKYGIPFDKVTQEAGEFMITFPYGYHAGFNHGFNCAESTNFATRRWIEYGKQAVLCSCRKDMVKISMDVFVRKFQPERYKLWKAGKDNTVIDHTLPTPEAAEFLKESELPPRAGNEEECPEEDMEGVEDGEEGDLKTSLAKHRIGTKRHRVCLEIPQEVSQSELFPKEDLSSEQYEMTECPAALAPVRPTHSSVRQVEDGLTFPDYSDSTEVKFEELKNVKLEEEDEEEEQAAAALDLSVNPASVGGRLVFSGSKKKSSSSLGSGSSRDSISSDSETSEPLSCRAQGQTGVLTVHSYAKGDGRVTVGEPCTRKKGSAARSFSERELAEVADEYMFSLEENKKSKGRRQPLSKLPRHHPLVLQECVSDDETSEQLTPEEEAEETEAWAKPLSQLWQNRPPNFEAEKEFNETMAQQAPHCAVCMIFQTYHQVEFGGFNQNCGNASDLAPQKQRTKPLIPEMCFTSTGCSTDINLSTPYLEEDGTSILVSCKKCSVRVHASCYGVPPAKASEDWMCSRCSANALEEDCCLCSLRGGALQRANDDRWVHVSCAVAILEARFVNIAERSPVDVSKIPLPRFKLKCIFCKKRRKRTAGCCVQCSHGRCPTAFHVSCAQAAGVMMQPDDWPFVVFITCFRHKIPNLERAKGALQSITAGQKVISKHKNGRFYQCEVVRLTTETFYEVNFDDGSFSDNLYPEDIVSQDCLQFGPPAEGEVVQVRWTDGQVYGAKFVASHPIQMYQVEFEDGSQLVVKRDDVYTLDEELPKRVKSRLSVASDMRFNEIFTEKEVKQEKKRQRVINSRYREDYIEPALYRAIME
HP1b binding inh = inhibitors of HP1-beta chromodomain binding to methylated histone tails. P83916. AlphaScreen HP1-beta / biotin-H3K9me3 peptide binding. Potency, µM (titrated, usually from 114 µM), inactives show top-dose activity change, negative = inhibition, most hits filed as inhibitors. hit rate 0.56% among 390,000. AID 540317; also: nearly all actives have a fitted effect of over 70% in size; inactives centre near 23
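AlphaScreen: HP1-beta (50 nM) preformed 30 min with biotin-H3(1-18)K9me3 peptide (50 nM) in PBS pH 7.4, 0.01% Tween-20. Compound added for 30 min at RT, then streptavidin donor/nickel chelate acceptor beads (10 ug/mL) for 30 min.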
Pin1 inhibitor = human Pin1 inhibition; hit rate 0.009% among 390,000; Potency, µM (top dose mostly 115 µM), for inactives: at the top dose activity, negative = inhibition, most hits filed as inhibitors; Q13526; Pin1 FP peptide displacement, HiFluor488, 10 min; AID 504891; active = well fitted inhibition curve with a large enough effect in the polarisation, with a control signal flat, not every such curve was filed as active; inconclusive = small, poorly fitted or top-dose-only effect, or effect the other way, or a change in a side signal; inactive = no such curve, though single readings can be large or run the other way; the % refers to the polarisation; also: % is scaled to controls: 0 for no effect and ±100 for the full control effect
G9a block = inhibitors of human histone lysine methyltransferase G9a; Potency, µM (top dose mostly 102 µM), inactives show at the top dose activity, negative = inhibition, most hits filed as inhibitors; AID 504332; Q96KQ7; hit rate 8.8% among 350,000; G9a H3K9 monomethylation, AlphaScreen, 2 h; also: % is scaled to controls: 0 for no effect and ±100 for the full control effect; nearly all actives have a fitted effect of over 75% in size
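Compounds were preincubated with 20 nM G9a for 15 min, after which biotinylated H3K9 peptide (500 nM) and SAM (20 uM) started a 2 h room-temperature reaction. Monomethylated product was quantified by antibody-based AlphaScreen chemiluminescence.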
GLS inh = inhibitors of human glutaminase (GLS); O94925; GLS enzymatic activity, qHTS titration; Potency, µM (doses to about 45.5 µM), for inactives: top-dose activity change, negative = inhibition, usual class: inhibitors; hit rate 0.21% among 410,000; also: % is scaled to controls: 0 for no effect and ±100 for the full control effect
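Enzyme dispensed in phosphate buffer (45 mM, pH 8.2, 0.02% Tween-20), compounds pinned in, then 1 mM L-glutamine solution and the glutamate oxidase–HRP–Amplex Red mix added; fluorescence read immediately and again after 30 min at room temperature.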
* = called active by the depositor; i = inactive; ? = inconclusive; . = not tested or not shown; [ ] = remark or other dose. Unless noted, calls follow the shape of the dose curve; as a rule, active = well fitted curve in the direction sought with a large enough effect; inconclusive = small, poorly fitted or top-dose-only effect, or another doubt; inactive = no such curve, though single readings can be large; an effect the other way counts as inactive or inconclusive. Potency is read from the fitted curve at half-maximal effect. An excerpt (hit frequency here may not be typical).

SMILES	BAZ2B block	PGK inhibitor	POLI inh	BLM helicase inh	JMJD2A Tudor inh	HP1b binding inh	Pin1 inhibitor	G9a block	GLS inh
COc1ccc(CN2CC(C(=O)NCCc3ccc(Cl)cc3)CC2=O)cc1 (stereo not given)	-3.0%[57.1 µM]	-1.2%	9.2%	0.7%	-4.3%	21.7%	-2.6%	13.2%	9.7%
O=C(CN1CCN(c2ccc(Cl)cc2)CC1)N1CCCC1	6.5%	-15.4%	-4.4%	-0.4%	-10.4%	71.7%[activator]	4.4%	12.3%[59 µM]	30.3%[activator]
CC(=O)NNC(=S)Nc1cccc(F)c1	0.0%	-9.5%	27.2%	-3.3%	-4.1%	18.6%	-1.3%	12.6µM*	-2.7%
CCOc1ccc(CC(=O)NNC(=S)NC)cc1	2.8%	i	49.9%[activator]	-4.6%	-2.8%	41.3%[activator]	-8.0%	1.6%[12.7 µM]	-8.4%
CCCCN(CCCC)C(=O)c1ccccc1NC(=O)CN1C(=O)c2ccccc2C1=O	-5.1%	-4.6%	6.4%	-4.5%	-4.0%	32.1%	-5.7%	-27.6%	-2.0%
O=C(O)c1ccc2c(=O)[nH]c(CCl)nc2c1	-38.6%	-0.2%	90.3%[activator]	1.9%	?	84.1%[activator]	-11.0%	56.2µM*	18.0%
CC[C@@H](C)C(N)c1cn([C@@H](CCC(=O)O)C(=O)N2CCNCC2)nn1 (stereo not given in full)	-3.7%	5.2%	-5.2%	2.6%	-29.4%	21.1%	-2.2%	-18.1%[59 µM]	4.0%
Cc1[nH]c2ccccc2c1C(=O)CN1C(=O)NC(C)(c2ccc(Cl)cc2Cl)C1=O (stereo not given)	-29.0%	i	60.7%[activator]	-6.9%	-28.0%	24.0%	16.7%	3.8%[59 µM]	-10.8%
O=C(N/N=C/c1ccc(O)cc1)c1ccc(COc2cc(Cl)ccc2Cl)o1	-14.9%[57.1 µM]	3.9%	?	0.3%	-9.3%	23.6%	30.8%[activator]	5.7%	5.7%
O=C(NCc1ccc(F)cc1)C1CCN(S(=O)(=O)c2cccnc2)CC1	-4.6%	-6.6%	-8.8%	-0.7%	-15.2%	23.4%	-3.8%	6.3%	11.4%
O=C(O)CC(C(=O)O)N1C(=O)/C(=C/C=C/c2ccco2)SC1=S (stereo not given)	5.01µM*	4.47µM*	1.58µM*	107.2%[activator]	3.55µM*	3.55µM*	?	-186.1%[59 µM]	2.82µM*
Cc1cc(C)c(C(=O)COC(=O)c2cc([N+](=O)[O-])ccc2NCCO)cc1C	?	-5.7%	1.4%	6.8%	-22.1%	10.6%	11.5%	23.1%[59 µM]	-1.3%
CCOC(=O)CNC(=O)CSc1ccc2nnc(-c3ccc(F)cc3)n2n1	1.0%	-1.5%	76.6%[activator]	-4.5%	12.4%	50.4%[activator]	2.6%	31.6µM*	0.5%
Cc1ccc(C)c(CN2C(=O)NC3(CCCCCC3)C2=O)c1	-11.2%	4.0%	150.3%[activator]	-3.7%	-6.7%	19.2%	-1.8%	22.0%	7.1%
O=C(COC(=O)c1ccc(Br)o1)NCc1cccs1	-14.7%	-3.8%	13.8%	-4.3%	-2.3%	26.6%	-0.7%	0.7%	-1.8%
CC(=O)c1ccc(S(=O)(=O)NC2CC(=O)N(c3ccc(C)cc3)C2)cc1 (stereo not given)	5.8%	-9.0%	19.4%	.	-4.1%	31.0%	-7.7%	-31.5%	-0.5%
CCOC(=O)Cc1sc(N)nc1C	3.8%	-0.5%	7.9%	1.8%	-19.5%	15.4%	1.5%	22.6%[59 µM]	21.4%
CC(C)CCn1nnnc1C(c1ccc(N(C)C)cc1)N1CCN(C(=O)c2ccco2)CC1 (stereo not given)	?	-4.8%	10.7%	-2.5%	?	-20.1%	-3.3%	50.1µM*	46.6%[activator]
COC(=O)/C=c1\[nH]c2nnc(C)n2c1=O	-14.2%	-4.1%	7.5%	0.3%	?	36.1%	-10.3%	-9.9%	-10.3%
C=C(C)CNC(=S)Nc1cccc(N)n1	?	i	68.4%[activator]	-12.5%	-20.6%	9.3%	-12.6%	1.26µM*	0.5%
O=C(CN(CC1CCCO1)C(=O)CNS(=O)(=O)c1ccc(F)cc1)NCc1ccco1 (stereo not given)	-5.1%	-3.6%	123.9%[activator]	-2.6%	-1.7%	16.8%	-1.1%	.	-12.6%
CCCCc1ccc(Nc2ncccc2C#N)cc1	279.7%[activator]	-0.7%	-4.7%	-9.1%	150.0%[activator]	198.7%[activator]	-9.1%	?	5.3%
CCC(C)N(C(=O)c1csnn1)C(C(=O)NCc1ccc(F)cc1)c1ccccc1F (stereo not given)	-2.1%	-3.7%	33.5%[activator]	-3.8%	-2.8%	5.2%	10.2%	10.0%	-7.3%
CCOC(=O)c1c(C)[nH]c(C(=O)Cn2c(=O)oc3ccccc32)c1C	8.5%	1.0%	16.7%	-1.2%	-11.5%	15.8%	12.0%	29.5%[12.7 µM]	-0.2%
Cc1nc(NCCc2ccccc2)c2nnn(Cc3ccccc3Cl)c2n1	?	2.3%	85.7%[activator]	-1.6%	-3.4%	47.1%[activator]	-3.8%	.	-10.0%
Additional entries:
SMILES	BAZ2B block	PGK inhibitor	POLI inh	BLM helicase inh	JMJD2A Tudor inh	HP1b binding inh	Pin1 inhibitor	G9a block	GLS inh
Cc1ccc(S(=O)(=O)N2CCN(c3nc(-c4cccs4)nc4ccccc34)CC2)c(C)c1	.	.	44.3%[activator]	.	-7.5%	41.9%[activator]	-1.5%	.	.
Cc1nn(C)c2c1c(C(F)(F)F)cc(=O)n2CC(=O)N1CCC(C)CC1	-13.4%	i	23.9%	2.7%	-12.0%	0.6%	-1.1%	3.5%[59 µM]	-6.2%
O=C1C[C@@H](c2ccccc2Cl)N1S(=O)(=O)c1ccccc1[N+](=O)[O-]	.	.	-9.2%	5.5%	-15.2%	26.4%	-8.7%	.	.
COc1ccccc1CNCc1cccs1	2.3%	-0.3%	14.0%	-0.7%	-8.7%	19.1%	1.3%	.	2.4%
Cc1cccc(C)c1NC(=O)COC(=O)C1CC(=O)N(Cc2ccccc2)C1 (stereo not given)	?	-5.7%	147.3%[activator]	-1.8%	-3.8%	18.0%	-3.2%	-36.2%	15.1%
Cc1ccc2nc(C)/c(=N\O)c(C)nc2c1	-6.7%	3.7%	16.2%	-1.6%	-9.4%	5.4%	4.9%	13.8%[0.501 µM]	18.6%
O=C(Nc1ccc2nc(SCC(=O)N3CCc4ccccc43)sc2c1)c1cccc(Cl)c1	-1.7%	-6.3%	24.9%	-1.6%	-3.6%	68.9%[activator]	6.1%	20.9%[59 µM]	3.9%
COc1ccc(Cl)cc1NC(=O)CN(C)C(=O)c1cccc2cccnc12	.	-6.6%	-8.4%	.	-20.6%	23.2%	0.3%	.	-6.6%
COc1cccc(NC(=O)N2CCCC2C(=O)NCc2ccc(Cl)cc2)c1 (stereo not given)	10.1%	-2.3%	15.8%	-2.7%	-8.0%	53.8%[activator]	1.0%	11.5%	-5.3%
O=C1CC(N2CCOCC2)C(=O)N1Cc1ccc(N2CCCC2=O)cc1 (stereo not given)	2.9%	-2.8%	-10.6%	-2.7%	-8.7%	43.2%	-8.9%	15.6%[59 µM]	-0.7%
CCC(=O)Nc1ccc(C(=O)Nc2cccc(C)n2)cc1	?	-12.1%	-8.7%	-3.5%	-26.2%	-14.2%	-5.5%	.	-10.1%
CCc1[nH]nc2c1C(c1cccnc1)C(C#N)=C(N)O2 (stereo not given)	-1.2%	0.0%	19.6%	1.8%	-11.8%	16.9%	-15.4%	-3.9%[59 µM]	28.6%
COc1ccc(C2/C(=C(/O)c3ccccc3)C(=O)C(=O)N2CCN2CCOCC2)c(OC)c1 (stereo not given)	?	0.5%	10.7%	-2.7%	-32.2%	41.3%	12.5%	?	12.7%
Cc1cc(-c2nc(C)c(-c3nnc(SCC(=O)Nc4cc(Cl)cc(Cl)c4)n3C)s2)no1	2.2%	i	26.6%	-4.5%	-11.2%	10.5%	-0.6%	.	4.3%
COc1ccc(C)c2sc(NC(=O)c3ccc(S(=O)(=O)N4CCCCC4)cc3)nc12	1.5%	-1.0%	16.5%	-1.2%	-3.9%	10.9%[57 µM]	-1.4%	?	5.3%
CCOc1cc(CO)cc(Br)c1OCC(=O)Nc1ccccc1C	-3.3%	-9.7%	20.5%	-0.8%	-1.0%	49.4%[activator]	-6.3%	-32.0%	-2.3%
Cc1nn(Cc2cccc(C(=O)N3N=C(C(F)F)CC3(O)C(F)F)c2)c(C)c1[N+](=O)[O-] (stereo not given)	4.5%	-4.5%	16.1%	-3.0%	-18.0%	15.4%	5.1%	-10.2%	6.5%
O=S(=O)(Nc1ccc(Cc2ccncc2)cc1)c1ccc(Br)cc1	-6.1%	i	-1.7%	-5.6%	-13.6%	15.8%	-10.4%	16.5%[0.501 µM]	1.3%
O=C(CSc1ncn(-c2ccccc2)n1)Nc1ccc2c(c1)OCO2	-1.0%	-3.9%	-15.4%	-3.7%	89.1µM*	12.1%	-0.2%	?	9.0%
COc1cc2ccccc2cc1C(=O)Nc1ccc2oc(-c3cccc(Cl)c3Cl)nc2c1	0.5%	1.1%	2.5%	-8.4%	-20.6%	-4.1%	2.5%	-35.3%[59 µM]	3.8%
COc1ccc(NC(=O)CS(=O)CC(=O)Nc2cccc3cccnc23)cc1 (stereo not given)	-19.0%	6.2%	76.3%[activator]	-2.6%	1.4%	66.5%[activator]	9.1%	5.3%	-3.2%
O=C(O)c1ccccc1-c1ccccc1C(=O)NCCCO	37.9%[57.1 µM]	-9.0%	-4.9%	2.4%	-11.5%	30.3%	1.8%	-8.5%[59 µM]	-2.7%
CCOC(=O)c1sc(NC(=S)NC(=O)c2cccc(Cl)c2)c(C(=O)OCC)c1C	-5.7%	-1.3%	-3.7%	-2.0%	0.0%	33.2%	-1.5%	-5.1%[59 µM]	4.9%
COc1ccc(-c2nc(C)c(CCNC(=O)c3cccs3)s2)cc1	-5.5%	-3.6%	0.3%	-1.8%	-23.2%	9.0%[57 µM]	2.9%	3.4%[59 µM]	3.2%
